K1F lysis inhibition: inhibition of K1F phage lysis, E. coli UTI89, bacterial capsule biogenesis inhibitors, alamar blue (AID 488966); E. coli UTI89 K1F phage lysis, alamar blue, 2 h; higher % means a stronger effect; inhibition, % at 100 µM, or IC50 in µM where a hit was titrated; 340,000 compounds, 0.02% hits;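 active = phage lysis inhibition, versus mean bacterial control, above a set limit; inconclusive = no clear call, values can overlap the other calls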;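 also: capsule biogenesis inhibitors block K1F phage lysis so surviving cells raise fluorescence; higher fluorescence means more inhibition of phage lysis; actives were called in the ten point dose series up to 300 µM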
SV40 large T antigen: SV40 large T antigen inhibitors, biochemical (AID 1903). SV40 large T antigen ATPase/helicase inhibition assay; higher % means a stronger effect. one-dose inhibition, % at 20 µM; IC50 in µM for titrated hits. 310,000 compounds, 0.39% hits; in the data active = a potency from the dose series; inconclusive = inhibition mostly from about 32% at the one dose, without a potency; inactive = the rest, 99 in 100 with inhibition below about 32%; also: strong numbers were not always called active
GPR55 antagonists: GPR55 antagonists blocking LPI-driven arrestin recruitment, primary screen, imaging, U2OS, beta-arrestin-GFP, LPI agonist (AID 2013) | G-protein coupled receptor 55 (Homo sapiens) | U2OS GPR55 beta-arrestin-GFP translocation imaging, LPI antagonism; higher % means a stronger effect | one-dose inhibition, % at 10 µM; IC50 in µM for titrated hits | 290,000 compounds, 0.13% hits;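 active = spots per cell inhibited over 60%, with over 100 cells counted and total cytoplasm intensity under 500,000; inconclusive = wells with under 100 cells, flagged as likely toxic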;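 also: U2OS cells stably carrying GPR55 and arrestin-GFP stimulated by 5 µM LPI near EC80; imaged beta-arrestin-GFP aggregate spots per cell after agonist stimulation; plate controls were LPI-stimulated DMSO wells for no effect and DMSO wells without LPI for full effect; some results filed as inactive read as strong as hits; confirmed hits need IC50 under 10 µM and bright autofluorescent wells are also inconclusive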
PhoP inhibition: inhibitors of PhoP regulon expression, primary screen, Salmonella Typhimurium, GFP reporter (AID 1863); inhibition, % at 50 µM, or IC50 in µM where a hit was titrated; 300,000 compounds, 0.16% hits; S. Typhimurium PhoP-regulated promoter GFP reporter, 4 h; higher % means a stronger effect;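 active = inhibition over 29.93%, a cutoff 3 SD above the screen mean, later confirmed by dose response; inconclusive = inhibition over 29.93% but no dose response follow-up; inactive = inhibition at most 29.93% or unconfirmed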;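 also: 0% = low Mg2+ inducing control and 100% = high Mg2+ repressing control; strong numbers were not always called active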
Dengue-2 NS5 capping: Dengue-2 NS5 methyltransferase inhibitors, primary screen, biochemical, confirmation dose response (AID 588689); 340,000 compounds, 0.3% hits; Genome polyprotein (Dengue virus type 2 (strain 16681-PDK53)); one-dose inhibition, % at 25 µM; IC50 in µM for titrated hits; Dengue-2 NS5 methyltransferase capping enzyme assay, biochemical; higher % means a stronger effect; in the data active = a potency from the dose series; inconclusive = inhibition above about 29% without an active follow-up result
RSV CPE inhibition: RSV antiviral activity via CPE protection, HEp-2 cells, primary 10 µM value included (AID 2391); HEp-2 cells, RSV-induced CPE inhibition; higher % means a stronger effect; one-dose CPE inhibition, % at 10 µM; IC50 in µM for titrated hits; 310,000 compounds, 0.13% hits; in the data active = a potency from the dose series; inconclusive = CPE inhibition mostly from about 23% at the one dose, without a potency; inactive = the rest, 99 in 100 with CPE inhibition below about 21%; also: strong numbers were not always called active
MgcRacGAP inhibition: MgcRacGAP GTPase-activating activity inhibitors, confirmation, biochemical, ADP Hunter fluorescence. Rac GTPase-activating protein 1 (Homo sapiens). MgcRacGAP-stimulated Rac1 GTP hydrolysis, ADP Hunter fluorescence; higher % means a stronger effect; GST-tagged Rac1 F28L mutant substrate. AID 624330, 2012. one-dose inhibition, % at 30 µM; IC50 in µM for titrated hits. 340,000 compounds, 0.6% hits;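 active = first-screen hits whose inhibition reached a set limit at any dose in the follow-up dose series; inconclusive = inhibition above the set first-screen limit but never retested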;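 also: fluorescence reports GDP produced by GAP-driven GTP hydrolysis; strong numbers were not always called active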
HIV peptide binding: inhibitors of HIV fusion peptide binding, primary screen, biochemical, uHTS, fluorescence dequenching (AID 1986) | inhibition, % at 20 µM; hits with a dose series show IC50 in µM | 290,000 compounds, 0.3% hits | cell-free peptide binding, fluorescence dequenching, 30 min; higher % means a stronger effect; in the data active = inhibition mostly above about 52%, no sharp cut-off; inactive = mostly below about 76%; also: some results filed as inactive read as strong as hits
GPR35 antagonists: GPR35 antagonists blocking zaprinast-driven arrestin recruitment, primary screen, imaging, U2OS, beta-arrestin-GFP, zaprinast agonist (AID 2058). 290,000 compounds, 0.052% hits. G-protein coupled receptor 35 (Homo sapiens). inhibition, % at 10 µM; hits with a dose series show IC50 in µM. U2OS GPR35 beta-arrestin-GFP translocation imaging, zaprinast antagonism; higher % means a stronger effect;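 active = inhibition of at least 50% with at least 30 cells and total cytoplasm GFP at most 10,000,000; inconclusive = under 30 cells or total GFP of 10,000,000 plus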
* = called active by the depositor; ? = inconclusive; / = no result given; [ ] = dose if it differs, or a comment.

Compound	K1F lysis inhibition	SV40 large T antigen	GPR55 antagonists	PhoP inhibition	Dengue-2 NS5 capping	RSV CPE inhibition	MgcRacGAP inhibition	HIV peptide binding	GPR35 antagonists
O=C(CN(Cc1ccccc1F)C(=O)Cn1nnc(-c2cccs2)n1)NC1CCCCC1	0.2%	7%	-1%	-8%	-5%	1.6%	8%	0.0%	-3%
COc1ccccc1C1CCN(Cc2ccccc2)CC1	0.1%	13%	8%	-2%	-2%	-0.9%	7%	-1.9%	-5%
COc1ccc(C(=O)n2nc(-c3ccccc3)nc2SC)cc1	0.9%	0%	4%	-15%	3%	/	3%	-3.4%	3%
CC(=O)c1cnc2nc(SCc3ccc(Cl)cc3)nn2c1C	3.1%	5%	-5%	3%	/	9.8%	9%	-0.7%	13%
COc1ccccc1NC(=O)Cn1c(CN2CCCCC2)nc2ccccc2c1=O	-0.3%[50 µM]	0%	-4%	3%	-6%	1.9%	1%	1.2%	-6%
O=C(CCCN1C(=O)c2ccccc2C1=O)Nc1nnc(C2CC2)s1	0.2%	16%	9%	-3%	3%	0.7%	3%	-1.1%	-2%
O=C(Nc1c2c(nn1-c1ccc(F)cc1)CS(=O)C2)C12CC3CC(CC(C3)C1)C2 (configuration not stated)	2.9%	14%	1%	-15%	-2%	2.6%	10%	-0.9%	16%
Cc1ccn2c(-c3n[nH]c(=S)n3Cc3ccccc3)c(C)nc2c1	-0.3%[50 µM]	7%	4%	8%	-10%	1.0%	-6%	1.8%	11%
CCOC(=O)c1cccc(NC(=O)COC)c1	0.4%	3%	-2%	6%	-2%	0.7%	3%	-1.2%	-3%
O=Cc1ccc(C(=O)OCC(=O)N2CCCC2)cc1	1.5%	11%	-4%	-9%	-18%	1.0%	-2%	1.2%	-2%

(listing goes on)
Compound	K1F lysis inhibition	SV40 large T antigen	GPR55 antagonists	PhoP inhibition	Dengue-2 NS5 capping	RSV CPE inhibition	MgcRacGAP inhibition	HIV peptide binding	GPR35 antagonists
CC(C)Cc1ccc(/C=C/C(=O)N2CCOCC2)cc1	0.1%	3%	2%	9%	-2%	3.4%	4%	-1.2%	-9%
CN(C)c1cc[n+](Cc2c(Cl)cccc2Cl)cc1	2.6%	8%	3%	1%	2%	0.6%	7%	3.0%	-1%
O=C(c1sc2ccccc2c1Cl)N(Cc1ccccc1)C1CCS(=O)(=O)C1 (configuration not stated)	0.7%	-4%	2%	6%	0%	2.7%	12%	-2.6%	25%
COc1cccc(-c2ccc3c(N)c(C(=O)NC4CC4)sc3n2)c1	-1.4%	11%	-6%	/	7%	/	10%	1.4%	2%
O=C(Nc1ccn(Cc2ccc(Cl)cc2)n1)c1ccccc1	0.2%	2%	12%	4%	-1%	0.7%	6%	0.7%	-11%
COc1ccnc(Nc2cccc(C)c2)c1C#N	1.1%[50 µM]	15%	14%	7%	-3%	0.8%	0%	-0.8%	5%
COC(=O)Nc1ccc(S(=O)(=O)N(CCO)CCO)cc1	2.9%	3%	11%	-5%	0%	-0.6%	-1%	-1.4%	2%
COc1cccc(-c2ccc(SCC(=O)NC3CCCC3)nn2)c1	-0.2%	9%	6%	3%	-1%	2.8%	2%	1.3%	-7%
Cn1c(=O)c2c(nc(CN3CCc4ccccc4C3)n2Cc2ccccc2F)n(C)c1=O	1.4%	0%	0%	15%	-7%	4.2%	0%	-0.9%	16%
Cc1cc(C)c(C(=O)C(C)OC(=O)c2ccc(Cl)nc2)cc1C (configuration not stated)	0.1%	14%	1%	-3%	1%	3.5%	10%	0.6%	6%

Carrying on:
Compound	K1F lysis inhibition	SV40 large T antigen	GPR55 antagonists	PhoP inhibition	Dengue-2 NS5 capping	RSV CPE inhibition	MgcRacGAP inhibition	HIV peptide binding	GPR35 antagonists
O=C(CCl)N(c1ccccc1)C1CCS(=O)(=O)C1 (configuration not stated)	4.0%	9%	11%	-8%	-6%	6.2%	10%	0.2%	20%
O=C(Cn1c(=O)n(Cc2ccco2)c(=O)c2cc(Cl)ccc21)NCC1CCCO1 (configuration not stated)	1.2%	8%	-3%	-10%	-1%	1.5%	4%	0.9%	6%
Cc1cc2c(SCC(=O)NC3CCCC3)ncnc2s1	0.4%	2%	-14%	4%	-9%	0.1%	1%	-0.5%	8%
CC(Oc1ccc2c(-c3ccccc3)cc(=O)oc2c1)C(=O)NCc1ccccn1 (configuration not stated)	-1.9%	2%	-16%	-4%	6%	/	4%	0.3%	-8%
Cc1ccc(N(CC(=O)NN=C2CCN(C)CC2)S(=O)(=O)c2ccccc2)c(C)c1	0.0%	8%	-5%	-15%	-1%	0.2%	1%	0.0%	0%
CCOCCOC(=O)C(C)Oc1ccc(Oc2nc(Cl)ccc2Cl)cc1 (configuration not stated)	0.0%	12%	-1%	9%	-11%	0.3%	6%	0.0%	11%
O=C(O)CCC(=O)Nc1nc2nc(-c3ccccc3)cc(-c3ccccc3)n2n1	-0.1%	2%	6%	-9%	-14%	-1.0%	8%	-1.6%	13%
CCN(CC(=O)Nc1cccc(OC)c1)CC(=O)Nc1ccc(Br)c(C)c1	-0.2%	4%	-5%	3%	-2%	?	/	1.0%	5%
Cc1nn(Cc2ccc(Cl)cc2)c2sc(C(=O)O)cc12	/	2%	2%	-20%	/	0.2%	/	3.0%	-14%
CC(C)CCCN1C(N(C)C)=NC[C@@H]1Cc1ccccc1	0.1%	3%	/	/	-4%	-0.3%	7%	/	/

Next part:
Compound	K1F lysis inhibition	SV40 large T antigen	GPR55 antagonists	PhoP inhibition	Dengue-2 NS5 capping	RSV CPE inhibition	MgcRacGAP inhibition	HIV peptide binding	GPR35 antagonists
CCn1c(SCC(=O)NNC(=O)Cc2ccccc2)nnc1-c1ccncc1	0.1%	/	4%	/	-10%	0.9%	-2%	-0.4%	19%
COc1ccccc1N1CCN(/N=C/c2ccc(O)cc2O)CC1	1.2%	12%	-17%	1%	-3%	-0.6%	48µM*	-2.1%	-10%
CCOC(=O)C1CCCN(C(=O)c2ccc(OC(C)=O)cc2)C1 (configuration not stated)	0.2%	2%	4%	-10%	-6%	0.1%	9%	-1.3%	10%
CNC(=S)N/N=C/c1ccc(-c2ccc(C(=O)O)cc2)o1	0.1%	19%	15%	-9%	-1%	-4.2%	2%	7.0%	4%
Nc1nc2c(Cl)cc(Cl)cc2s1	0.2%	-1%	16%	0%	0%	6.6%	4%	0.7%	-19%
CC(=O)Nc1ccc(S(=O)(=O)N(Cc2ccccc2)c2ccccn2)cc1	0.9%	17%	-5%	-7%	-15%	5.4%	2%	1.3%	5%
Cc1ccc(C(=O)N/N=C/c2ccoc2)cc1C	-1.2%[50 µM]	0%	4%	2%	-10%	0.7%	7%	-0.6%	-2%
FC(F)(F)c1ccc(/C=N/n2c(C3CCCCC3)n[nH]c2=S)cc1	-1.1%[50 µM]	7%	6%	6%	-16%	16%	9%	2.0%	1%
O=C1c2cccc3c([N+](=O)[O-])ccc(c23)C(=O)N1CC1CCCO1 (configuration not stated)	-2.1%	-5%	5%	-84%	9%	/	3%	5.0%	-12%
COc1ccccc1CNC(=O)C(=O)NCC1OCCN1S(=O)(=O)c1ccccc1 (configuration not stated)	0.1%	4%	7%	-1%	0%	1.4%	5%	1.4%	1%

Fetched one by one from above, 7 records:
Compound	K1F lysis inhibition	SV40 large T antigen	GPR55 antagonists	PhoP inhibition	Dengue-2 NS5 capping	RSV CPE inhibition	MgcRacGAP inhibition	HIV peptide binding	GPR35 antagonists
Cc1ccc(C(=O)N/N=C/c2ccoc2)cc1C	-1.2%[50 µM]	0%	4%	2%	-10%	0.7%	7%	-0.6%	-2%
CCn1c(SCC(=O)NNC(=O)Cc2ccccc2)nnc1-c1ccncc1	0.1%	/	4%	/	-10%	0.9%	-2%	-0.4%	19%
COc1ccccc1N1CCN(/N=C/c2ccc(O)cc2O)CC1	1.2%	12%	-17%	1%	-3%	-0.6%	48µM*	-2.1%	-10%
CNC(=S)N/N=C/c1ccc(-c2ccc(C(=O)O)cc2)o1	0.1%	19%	15%	-9%	-1%	-4.2%	2%	7.0%	4%
COc1ccccc1CNC(=O)C(=O)NCC1OCCN1S(=O)(=O)c1ccccc1 (configuration not stated)	0.1%	4%	7%	-1%	0%	1.4%	5%	1.4%	1%
CC(=O)Nc1ccc(S(=O)(=O)N(Cc2ccccc2)c2ccccn2)cc1	0.9%	17%	-5%	-7%	-15%	5.4%	2%	1.3%	5%
FC(F)(F)c1ccc(/C=N/n2c(C3CCCCC3)n[nH]c2=S)cc1	-1.1%[50 µM]	7%	6%	6%	-16%	16%	9%	2.0%	1%

Next section.
Compound	K1F lysis inhibition	SV40 large T antigen	GPR55 antagonists	PhoP inhibition	Dengue-2 NS5 capping	RSV CPE inhibition	MgcRacGAP inhibition	HIV peptide binding	GPR35 antagonists
COc1cccc(CC(=O)Nc2cc(S(=O)(=O)N3CCCCC3)ccc2C)c1	0.6%[50 µM]	/	/	/	2%	0.8%	7%	/	/
Cc1ccsc1CN(C)CC(=O)NCC(=O)Nc1ccc(F)cc1	0.8%[50 µM]	/	/	/	-2%	0.8%	8%	/	/
O=C(O)CSc1nnc(-c2cccnc2)n1Cc1ccccc1	0.2%	5%	-1%	-1%	-2%	-1.8%	4%	-1.7%	0%
COCCN1Cc2cccc(C(=O)Nc3ccc(C)c(C)c3)c2C1=O	4.4%	7%	11%	8%	0%	2.0%	9%	2.6%	-7%
CC(=O)c1ccc(Oc2cc(C)nc(N3CCOCC3)n2)cc1	3.9%	4%	2%	-3%	-4%	2.4%	6%	-0.5%	0%
COc1cc(CO)cc(Br)c1OCc1cccnc1	0.8%	0%	7%	-4%	0%	1.1%	-4%	-0.5%	-3%
Clc1cccc(-c2nc3nc4ccccc4nc3n2Cc2ccccc2)c1	0.8%[50 µM]	1%	8%	-10%	-3%	2.9%	6%	-0.4%	-15%
CCC(CC)C(=O)Nc1nnc(SCC(=O)NC2CC2)s1	-0.8%	1%	4%	-6%	-6%	0.2%	9%	-0.2%	-16%
C[C@@H]1CN(c2c(F)c(F)c3c(=O)c(C(=O)O)cn(C4CC4)c3c2F)C[C@H](C)N1	1.0%	/	11%	/	0%	/	6%	-0.4%	-2%
